Assay outcomes: PubChem BioAssay, several laboratories
C-LANA FP = inhibitors of KSHV LANA C-terminal domain DNA binding. MBP-C-LANA/FAM-LBS DNA binding, fluorescence polarization. inhibition, % at 9 µM. 340,000 compounds, 0.078% hits. AID 504423;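 active = highest replicate inhibition at or above 60% at 9 µM, even if other replicates fall short; inactive = all replicates below 60% inhibition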;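 note: 0% = neutral control wells and 100% = 4 µM acridine orange control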
RTF Ca sens act = cardiac RTF calcium sensitization; IANBD-labeled TnC RTF fluorescence at EC20 calcium; 0% EC20 calcium, 100% full calcium; activation, % at 7.2 µM; AID 493008; 340,000 compounds, 0.24% hits;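 active = activation above the mean over all tested compounds plus 3 SD, cut at about 30% in these data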;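 note: rise in fluorescence read as greater calcium sensitivity of cardiac thin filaments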
Rtt109 HAT inh = inhibitors of Candida albicans Rtt109/Vps75 histone acetyltransferase; Q5AAJ8; purified Rtt109/Vps75, ThioGlo CoA-SH fluorescence, 4 h; inhibition, % at 34.9 µM; 330,000 compounds, 0.16% hits; AID 540336;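 active = inhibition of at least 50% in every replicate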
Keap1-Nrf2 PPI = Keap1-Nrf2 (human) interaction inhibition; inhibition, % at 9.4 µM; 340,000 compounds, 0.15% hits; Q14145; Keap1 Kelch-Nrf2 peptide fluorescence polarization, 1536-well; in the data active = inhibition above about 12%;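 note: human Keap1 Kelch domain with fluorescein labeled Nrf2 9mer peptide probe; 0% = neutral control wells and 100% = peptide positive control; higher means more block of Keap1 binding to Nrf2 peptide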
Target sequence (Q14145 whole entry, looked up, the tested form may be a part): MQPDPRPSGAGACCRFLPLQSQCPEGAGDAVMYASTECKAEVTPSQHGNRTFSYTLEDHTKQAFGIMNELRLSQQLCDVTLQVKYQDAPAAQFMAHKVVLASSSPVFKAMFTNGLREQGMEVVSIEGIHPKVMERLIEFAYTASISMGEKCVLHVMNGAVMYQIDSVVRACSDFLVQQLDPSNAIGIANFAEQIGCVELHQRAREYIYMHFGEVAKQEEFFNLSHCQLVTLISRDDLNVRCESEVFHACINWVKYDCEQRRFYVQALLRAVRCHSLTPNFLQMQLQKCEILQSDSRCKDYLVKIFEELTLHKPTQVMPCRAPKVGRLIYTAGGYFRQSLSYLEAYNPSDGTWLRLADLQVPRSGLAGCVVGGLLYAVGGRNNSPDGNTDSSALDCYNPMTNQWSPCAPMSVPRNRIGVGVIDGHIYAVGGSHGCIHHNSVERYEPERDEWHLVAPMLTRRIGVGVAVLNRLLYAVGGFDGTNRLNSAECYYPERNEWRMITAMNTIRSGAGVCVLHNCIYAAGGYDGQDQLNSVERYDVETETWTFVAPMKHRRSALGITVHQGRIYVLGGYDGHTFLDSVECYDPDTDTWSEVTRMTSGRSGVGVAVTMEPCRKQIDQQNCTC
NSD2 HMT inh = NSD2 (human) methyltransferase inhibition. O96028. NSD2 peptide methylation, AlphaScreen, 120 min. inhibition, % at 12.5 µM. 310,000 compounds, 0.54% hits; in the data active = inhibition above about 50%
PvdQ acylase = blocks Pseudomonas aeruginosa PvdQ acylase activity; purified PvdQ acylase, fluorescence plate reader; inhibition, % at 10 µM; 340,000 compounds, 0.063% hits; in the data active = inhibition above about 30%, passing the limit was not always enough;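 note: 0% = vehicle neutral wells and 100% = reference inhibitor wells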
PfHsp90 set2 = inhibits growth of yeast expressing Plasmodium falciparum Hsp90 | S. cerevisiae expressing PfHsp90, BacTiter-Glo ATP, 48 h; yeast lacking PDR1 and PDR3 efflux regulators | inhibition, % at 9.4 µM | 310,000 compounds, 0.32% hits;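 active = every replicate shows inhibition above about 80%, whatever the replicate mean, limit read from the data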;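 note: 0% = DMSO neutral controls and 100% = 20 µM radicicol positive controls; yeast relying on Plasmodium falciparum Hsp90 in place of its own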
Cardiac RTF inh = cardiac RTF calcium desensitization; P19429+P45379; IANBD-labeled cardiac RTF, Ca2+ fluorescence; inhibition, % at 7.15 µM; 340,000 compounds, 0.12% hits; AID 493244;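 active = inhibition above the mean inhibition of all tested compounds plus 3 SD, cut at about 17% in these data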;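 note: assay run at fixed EC70 calcium of 1.6 mM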
SUMO Mot1 rescue = inhibitors of SUMOylation pathway: yeast Mot1-301 growth rescue; S. cerevisiae Mot1-301 growth rescue, ATP luminescence, 38.5C; percent above DMSO median, 100 means doubled; growth rescue, % at 18.8 µM; 320,000 compounds, 1% hits; AID 2716;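 active = every valid replicate shows activation above 250% relative to neutral control wells; inactive = the rest, any valid replicate at or below 250%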;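 note: OY570 slx delta 5 strain wells were the positive control but not used for scaling; some compounds called inactive have numbers as strong as hits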
CDK5 p35 inh = inhibitors of human CDK5/p35 kinase; Q00535+Q15078; Recombinant CDK5/p35, ADP-Glo luminescence, 60 min; inhibition, % at 10 µM; 330,000 compounds, 0.01% hits; AID 488839;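 active = highest replicate inhibition of at least 50% and at least 75% of replicates reaching 50%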;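 note: plate controls were DMSO neutral control for no effect and GW8510 at 10 µM for full effect; many of its hits are not listed in these tables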
dFosB activator = activators of mouse delta FosB homodimer; P13346; purified delta FosB, TAMRA-CDK5 oligo fluorescence polarization; percent of positive-control signal above neutral wells; activation, % at 25 µM; 340,000 compounds, 0.99% hits;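 active = mean activation above about 17%, with every replicate also reaching it, limit read from the data, passing the limit was not always enough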;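 note: fluorescence polarization rise as delta FosB binds a TAMRA Cdk5 AP-1 oligo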
Target sequence (P13346 whole entry, looked up): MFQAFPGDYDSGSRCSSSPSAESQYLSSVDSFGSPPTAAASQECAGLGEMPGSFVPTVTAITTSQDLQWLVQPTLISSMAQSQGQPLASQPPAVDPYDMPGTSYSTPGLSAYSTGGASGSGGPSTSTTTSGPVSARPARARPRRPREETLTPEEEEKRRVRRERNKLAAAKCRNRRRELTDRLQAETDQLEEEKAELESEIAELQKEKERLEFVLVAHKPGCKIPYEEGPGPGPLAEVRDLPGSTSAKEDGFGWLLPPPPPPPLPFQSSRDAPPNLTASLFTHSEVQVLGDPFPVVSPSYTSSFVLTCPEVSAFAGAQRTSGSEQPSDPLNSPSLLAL
An asterisk follows results filed as active; nt = no result given. This is a random part of the collection, and some 3.2% of all compounds hit somewhere here.

SMILES	C-LANA FP	RTF Ca sens act	Rtt109 HAT inh	Keap1-Nrf2 PPI	NSD2 HMT inh	PvdQ acylase	PfHsp90 set2	Cardiac RTF inh	SUMO Mot1 rescue	CDK5 p35 inh	dFosB activator
COc1ccc2occ(C(=O)c3ccccc3)c2c1	1.3	-3	1	-2	-5	1	-44	-4	37	-0.2	-7
CCOC(=O)N1CCN(C(=O)CN2C(=O)CC(C)(C)S(=O)(=O)c3ccccc32)CC1	-0.8	7	-12	1	nt	0	nt	-8	5	-0.6	8
O=C(COC(=O)c1ccc([N+](=O)[O-])s1)Nc1ccccc1	2.4	-1	1	0	69*	-14	10	-12	-1	-2.4	-4
COCCn1nnnc1C(c1ccccc1OC)N1CCN(C(=O)c2ccco2)CC1 (stereo not given)	0.7	-10	27	3	-1	1	-22	-45	-7	-0.8	-6
CC(C)n1c(SCC(=O)N2CCN(C(=O)c3ccco3)CC2)nc2c1c(=O)n(C)c(=O)n2C	-6.3	3	-3	-2	0	-13	-14	-11	-7	2.3	-4
O=C(On1c(-c2ccccc2)nc2ccccc2c1=O)c1ccco1	-0.8	6	4	-9	2	-13	2	-5	22	0.2	1
COc1cc(C2c3cc4c(cc3OC(C)(N3CCCC3)C2C)OCO4)cc(OC)c1OC (stereo not given)	-1.6	1	-2	-5	21	-13	-8	-6	nt	1.7	-4
CCOC(=O)c1ccc(NC(=O)C2CCN(S(=O)(=O)CC)CC2)cc1	-2.6	-4	0	-3	8	-17	61	-12	-9	1.3	1
CC(=O)Nc1cc(C(=O)OCC(=O)c2ccc(C)cc2)ccc1C	0.9	12	1	-8	nt	-24	-21	-9	-2	1.4	-14
Cc1cccc(NC(=O)CC2Nc3cccc4cccc(c34)NC2=O)c1 (stereo not given)	-1.7	0	17	0	2	1	24	-3	-9	-0.4	-10
c1ccc(-c2csc3ncnc(N4CCc5ccccc5C4)c23)cc1	-0.6	-1	-3	-5	-3	-12	-16	-10	122	2.4	-7
COc1cc(CC(=O)NCCc2ccc(OCc3ccccc3)cc2)c([N+](=O)[O-])cc1OC	-1.7	-3	6	5	2	-6	nt	-6	154	-1.0	-5
Cc1ccc(C2CN=NC23CCc2ccccc2C3=O)cc1 (stereo not given)	0.3	-4	4	-2	-3	-6	7	-2	19	-4.5	-5
CC(C)NC(=O)N(C)C[C@H]1Oc2c(NC(=O)C3CC3)cccc2C(=O)N([C@H](C)CO)C[C@@H]1C	-1.5	10	-2	-1	nt	-17	-9	-4	0	-1.3	-1
Cc1ccc(C(=O)C[n+]2ccc(-c3nnc4n3CCC4)cc2)cc1	0.7	-2	-13	-1	-1	6	8	-9	-9	nt	2
COCCCNC(=S)N1CCN(S(=O)(=O)c2ccc(OC)cc2)CC1	0.3	-5	-5	-4	-14	-9	3	-1	0	0.0	-7
O=C(c1ccc2snnc2c1)N1CCSCC1	0.1	7	-4	1	1	-9	3	-3	-4	-0.3	1
CCCCOC(=O)c1sc2nc(N3CCOCC3)c3c(c2c1N)CC(C)(C)OC3	0.1	3	-2	4	nt	-15	4	3	96	-0.8	-1
CC(CCc1ccco1)NC(=O)CCc1nnc2ccc(NCc3ccccc3)nn12 (stereo not given)	1.4	-1	6	2	1	-4	0	-7	67	0.7	3
CCC(C)[C@H](NC(=O)N1CCN(C)CC1)C(=O)OC (stereo not given in full)	0.6	9	-3	-2	-1	-9	-5	16	-7	-0.2	-6
COC(=O)C1(S(=O)(=O)C2(C(=O)OC)CCCC2)CCCC1	-3.0	3	21	-3	-2	2	0	-3	-10	-2.1	-1
Cc1cc(NC(=O)CSc2nc3ccccc3n2CC(C)C)no1	-0.7	-4	nt	-1	-2	12	-13	6	-19	0.3	-13
O=C(COC(=O)[C@H](Cc1ccccc1)NC(=O)c1ccco1)NCc1ccccc1	4.4	2	5	5	-2	-5	7	-14	379	0.8	-6
CC[C@@H](C)C(NC(=O)OC(C)(C)C)c1cn([C@@H](Cc2cc3ccccc3[nH]2)C(=O)N2CCN(C(=O)OC(C)(C)C)CC2)nn1 (stereo not given in full)	-1.0	0	5	1	nt	-5	-9	3	-11	-1.3	2
COc1ccc(OC)c(-c2csc(NC(=O)Cc3ccccc3F)n2)c1	1.2	1	4	2	nt	-2	-31	3	72	-0.8	0
COC(=O)C1=CN(c2ccc(F)cc2)C=C(C(=O)OC)C1c1cccc([N+](=O)[O-])c1	2.9	-5	-18	-4	-1	11	-7	-14	-7	-1.0	-4
Cc1nc2sc(C(=O)O)c(N)c2c2c1COC(C)(C)C2	-0.4	3	6	-1	0	-6	-6	-3	-8	3.1	6
Cc1cc(NC(=O)CN2CCC(n3nnc4cc(C(F)(F)F)ccc43)CC2)no1	-1.5	0	1	3	-1	6	-8	-1	312	0.5	0
Cc1ccccc1CN(C)C(=O)COC(=O)CSc1ccc([N+](=O)[O-])cc1	-0.4	-1	9	-2	4	-12	nt	7	50	2.1	-2
CC(C)Cn1c(=O)c2ccccc2n2c(CCC(=O)NCC3CCCO3)nnc12 (stereo not given)	-0.4	7	-12	-3	-3	-5	29	-6	13	1.1	0

3 entries from above, arranged by formula weight, lowest first.
SMILES	C-LANA FP	RTF Ca sens act	Rtt109 HAT inh	Keap1-Nrf2 PPI	NSD2 HMT inh	PvdQ acylase	PfHsp90 set2	Cardiac RTF inh	SUMO Mot1 rescue	CDK5 p35 inh	dFosB activator
Cc1cc(NC(=O)CSc2nc3ccccc3n2CC(C)C)no1	-0.7	-4	nt	-1	-2	12	-13	6	-19	0.3	-13
Cc1ccccc1CN(C)C(=O)COC(=O)CSc1ccc([N+](=O)[O-])cc1	-0.4	-1	9	-2	4	-12	nt	7	50	2.1	-2
O=C(COC(=O)[C@H](Cc1ccccc1)NC(=O)c1ccco1)NCc1ccccc1	4.4	2	5	5	-2	-5	7	-14	379	0.8	-6

New compounds follow.
SMILES	C-LANA FP	RTF Ca sens act	Rtt109 HAT inh	Keap1-Nrf2 PPI	NSD2 HMT inh	PvdQ acylase	PfHsp90 set2	Cardiac RTF inh	SUMO Mot1 rescue	CDK5 p35 inh	dFosB activator
Cc1nnc(SCCC(C)C)[nH]c1=O	-0.5	6	2	-4	-3	-5	nt	-4	381	0.3	-1
Cc1ccc(-c2nnc(N3CCN(C(=O)CN4C(=O)c5ccccc5C4=O)CC3)c3ccccc23)cc1	0.8	-1	-8	-1	nt	-6	-6	-2	80	0.6	-5
O=C(O)C1CCN(c2nc(-c3ccccc3)c3cc(Br)ccc3n2)CC1	3.8	-9	-6	4	-2	-4	-27	10	3	1.9	-7
Cc1c(NC(=O)CSC2=C(C#N)C(c3ccccc3F)CC(=O)N2)c(=O)n(-c2ccccc2)n1C (stereo not given)	0.2	-6	7	1	-2	-15	-15	-5	207	-2.2	1
O=S(=O)(NCC(c1cccs1)N1CCc2ccccc2C1)c1ccccc1 (stereo not given)	-0.1	-3	11	-2	-4	-8	4	-6	15	0.4	-5
NC(=S)NN=C1CCC2(CCCCC2)CC1	2.7	-3	-9	7	2	-13	nt	0	nt	0.5	7
Cc1c(NC(=O)COC(=O)CSc2ccc([N+](=O)[O-])cc2)c(=O)n(-c2ccccc2)n1C	0.3	3	-4	2	11	-8	-10	0	10	1.7	2
COc1cc2[nH]c(Cl)c([N+](=O)[O-])c2cc1OC	1.6	4	-3	6	95*	-9	-82	-4	180	-0.2	2
O=C(O)CCC(=O)NNC(=O)CCCOc1ccc(Cl)cc1Cl	0.6	-4	5	-5	-1	-17	-12	0	-7	-1.5	-3
CCN(C(=O)c1cccs1)c1nnc(-c2ccncc2)s1	-0.1	0	2	-1	1	2	12	-2	10	0.2	-22
COC(=O)/C=C1\SC(N)=NC1=O	-0.2	-1	-5	-7	-1	-13	24	-3	-3	0.6	3
O=C(Nc1ccc(Cl)cc1)NC1(C(=O)NCCCN2CCOCC2)CCCCC1	-0.4	0	0	-7	1	-14	4	-2	227	-0.4	-1
COC(=O)CSc1nc2c(c(=O)n(C)c(=O)n2C)n1CCC(C)C	-1.1	-5	6	-1	-2	-3	-43	4	-13	-0.2	-2
CC(=O)c1c(O)c(C)c(-c2ccccc2)n(-c2ccccc2)c1=O	-0.7	-2	9	-6	0	-11	34	-11	30	-1.6	-10
Cc1ccc(C)c(NC(=S)NNC(=O)c2sccc2C)c1	-0.2	-5	8	-6	3	-12	-17	-7	36	0.9	-10
COc1ccc(NC(=O)CN2C(=O)C(C)Oc3ccc(C)cc32)cc1 (stereo not given)	2.1	-1	-5	1	1	-4	-35	2	-26	0.6	-5
CCCc1ccc2oc(C(=O)NCc3nnc(C)o3)c(C)c2c1	-0.7	-2	1	-5	1	-24	7	-2	10	0.7	-14
O=C(NCC1CCCO1)c1ccc(COc2ccc(F)cc2)o1 (stereo not given)	1.0	2	-13	-1	-6	-10	-34	-11	26	-1.6	-1
CN(CC(=O)Nc1ccccc1C(=O)N1CCCC1)S(=O)(=O)c1ccc(Cl)cc1	9.8	0	-11	0	0	-15	9	-2	-6	-0.6	-4
Cc1ccc(Cn2c(=O)c3c(ncn3C)n(C)c2=O)cc1	-0.9	1	-5	-3	0	-6	-15	6	-18	-1.2	-1
S=C(c1ccc(-c2ccccc2)o1)N1CCCCC1	0.4	-3	-2	-3	7	-5	-45	-3	32	-0.3	3
COc1ccc(Cl)cc1S(=O)(=O)N1CCC(C(=O)NCC2CCCO2)CC1 (stereo not given)	1.9	-4	1	-2	-3	-8	14	6	11	0.3	-5
CCCOc1ccc(/C=N/Nc2ccccn2)cc1OC	0.9	5	1	4	-2	-3	-6	-4	-7	-2.1	-5
COc1ccc(S(=O)(=O)N(CC(=O)N/N=C/c2cccs2)c2ccc(C)cc2)cc1OC	-3.2	-4	1	-4	1	-8	33	4	-17	-0.9	6
CCCCN(C)C(=O)C1CCC(CNS(=O)(=O)c2ccc3c(c2)CC(C)N3C(=O)C2CC2)CC1 (stereo not given)	0.7	-7	3	2	3	-12	-1	-9	129	0.2	-5
O=C(c1cc(COc2c(F)cccc2F)on1)N1CCC(c2ccccc2Cl)C1 (stereo not given)	-0.3	0	-2	-2	-2	-12	-8	-1	21	-2.2	-12
CC(C(=O)O)n1cnc2sc3c(c2c1=O)CCCC3 (stereo not given)	0.6	0	-1	-1	-4	-10	10	-2	-11	-0.4	5
CCOC(=O)C1=C(C)Nc2nc(C)nn2C1c1ccc(OCC)c(OC)c1 (stereo not given)	0.0	10	-3	-1	nt	-9	nt	3	-13	-0.1	4
CC(=O)C1=C(C)NC(SCC(N)=O)=C(C#N)C1C (stereo not given)	2.8	0	-3	-5	-6	-19	7	5	nt	0.4	1
COC(=O)c1[nH]c2ccc(C)cc2c1NS(=O)(=O)c1ccc(F)cc1	0.7	2	5	-3	-1	-5	-13	1	-3	-2.5	0
Cc1ccc(NC(=O)c2cc(=O)n(Cc3ccccc3)c(=O)[nH]2)cc1C	-0.4	1	-3	-6	1	-9	5	-3	2	-0.4	8
COc1ccc(OC)c(C2=Nn3c(nnc3-c3cccc(OC(C)C)c3)SC2)c1	-2.8	-2	-6	-4	5	6	nt	-5	196	1.5	-22
